# XBP1 UPR activ – activators of adaptive arm of unfolded protein response (XBP1) | CHO-XBP1 luciferase reporter, IRE1-XBP1 UPR activation, luminescence; percent of tunicamycin response, DMSO as zero | activation, % at 20 µM | 330,000 compounds, 0.33% hits | AID 463104;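 active = versus positive control, 20 µM dose yields 30% or more activation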;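 note: 100% = tunicamycin at 10 µg/mL and 0% = DMSO only wells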
#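 Material: CHO-XBP1 cells stably carrying IRE1-XBP1-driven luciferase reporter | Medium: F12 with 10% serum | Compound dosing: 20 µM single concentration, DMSO 1% | Incubation: Overnight seeding at 37 °C, 6 h compound treatment at 37 °C | Detection: Steady-Glo luminescence read | Read-out basis: % activation of reporter signal versus tunicamycin and DMSO controls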
# APJ ag – agonists of human APJ apelin receptor. P35414. CHO-K1 APJ PathHunter beta-arrestin, luminescence; 0% DMSO wells, 100% apelin. activation, % at 20 µM. 330,000 compounds, 0.11% hits. AID 2520;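 active = activation more than six SD over the plate average, tested at 20 µM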;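 note: 0% = DMSO alone and 100% = apelin-13 at 10 nM; some results filed as inactive read as strong as hits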
# Target sequence (P35414 whole entry, looked up): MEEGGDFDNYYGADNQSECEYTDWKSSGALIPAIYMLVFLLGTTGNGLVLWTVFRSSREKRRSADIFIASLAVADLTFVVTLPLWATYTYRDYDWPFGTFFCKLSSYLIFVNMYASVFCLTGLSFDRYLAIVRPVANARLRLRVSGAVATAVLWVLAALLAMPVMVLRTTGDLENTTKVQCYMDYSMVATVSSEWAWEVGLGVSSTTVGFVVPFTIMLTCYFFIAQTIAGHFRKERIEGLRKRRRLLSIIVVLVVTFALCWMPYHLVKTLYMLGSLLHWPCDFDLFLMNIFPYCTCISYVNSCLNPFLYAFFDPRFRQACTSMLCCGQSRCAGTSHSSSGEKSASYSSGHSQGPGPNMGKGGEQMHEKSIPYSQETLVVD
#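 Assay system: CHO-K1 APJ beta-arrestin complementation cell line / Compound: single test compound dose, 20 µM final, 1% DMSO / Times: overnight seeding, 90 min compound at 25 °C, 1 h detection / Technique: beta-gal luminescence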
# CHOP UPR activ – activators of apoptotic arm of unfolded protein response (CHOP). CHO-CHOP luciferase reporter, UPR activation, luminescence; percent of tunicamycin response over DMSO baseline. activation, % at 10 µM. 330,000 compounds, 0.34% hits. AID 449763;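 active = at 10 µM dose, activation of 40% or more, normalized to positive control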;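 note: 100% = tunicamycin at 10 µg/mL and 0% = DMSO alone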
#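 Test system: CHO-CHOP cells, stable luciferase reporter of PERK-eIF2a-CHOP signalling | Quantity: 500 CHO-CHOP cells per well | Buffer or medium: F12 plus 10% serum | Compound dosing: 10 µM single point, 0.5% DMSO | Schedule: 6 h compound treatment, 37 °C | Signal: Luciferase luminescence | Control set: Tunicamycin high control, DMSO low control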
# APJ antag – APJ receptor antagonism; AID 2521; CHO-K1 APJ beta-arrestin complementation, luminescence; 330,000 compounds, 0.32% hits; P35414; inhibition, % at 20 µM;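 active = inhibition above about 40% at 20 µM, limit read from the data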;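 note: cells challenged with 10 nM apelin-13 agonist together with compound; plate controls were apelin-13 plus DMSO wells for no effect and DMSO wells lacking apelin-13 for full effect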
# Jurkat NFkB inh – lowers PMA/ionomycin-induced NF-kB signal in Jurkat cells; PMA/ionomycin-induced NF-kB luciferase reporter, luminescence; inhibition, % at 4 µM; 330,000 compounds, 0.53% hits; in the data active = inhibition above about 50%
# 697 NFkB inh – lowers PMA/ionomycin-induced NF-kB signal in 697 B cells; 697 B-cell NF-kB luciferase reporter, 16 h; inhibition, % at 4 µM; 330,000 compounds, 0.33% hits; AID 435022; in the data active = inhibition above about 35%
# tim23-1 inh – tim23-1 yeast growth inhibition. S. cerevisiae tim23-1 growth, BacTiter-Glo luminescence, 24 h. inhibition, % at 20 µM. 330,000 compounds, 1.3% hits;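 active = growth inhibition of the mutant yeast at or above 50%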;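 note: temperature-sensitive mutant grown at 25 °C; plate controls were DMSO-treated mutant yeast for no effect and medium wells lacking yeast for full effect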
# Mdm2-MdmX inh – human Mdm2/MdmX binding inhibition. SaOS-2 split-luciferase Mdm2/MdmX complementation, luminescence. inhibition, % at 8 µM. 330,000 compounds, 3% hits. AID 485346;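 active = inhibition of at least 50% at 8 µM in the primary screen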
# Numbers without * were called inactive.
compound | Jurkat NFkB inh | APJ antag | CHOP UPR activ | XBP1 UPR activ | Mdm2-MdmX inh | tim23-1 inh | 697 NFkB inh | APJ ag
Cc1cc(NCc2ccccc2)n2ncnc2n1 | 9 | -3 | -0.9 | -2 | 13 | 1 | 24 | -4
Cc1ccc(NC(=O)Cc2nc(CSc3nnc(-c4ccc5c(c4)OCO5)o3)cs2)cc1 | -34 | -6 | 5.3 | 2 | -85 | 5 | -21 | -1
CCOc1ccc(C(=O)Nc2ccc3c(c2)OCCO3)cc1OC | -70 | 10 | 2.9 | 3 | -14 | 13 | -48 | -5
COc1cccc(C2C(C(=O)c3ccc(C)o3)=C(O)C(=O)N2CCN2CCOCC2)c1OC (stereo not drawn) | -9 | 4 | -0.4 | -1 | 19 | 0 | -22 | -5
O=C1CCC([N+](=O)[O-])C(c2ccccc2F)N1 (stereo not drawn) | 3 | 8 | 0.0 | -2 | -19 | 0 | 2 | 0
Cc1cc(C)cc(NC(=O)CCc2c(C)nn(-c3ccc(N4CCCCC4)nn3)c2C)c1 | -52 | 5 | 5.7 | -3 | -25 | 23 | -93 | 2
CC(Cc1c[nH]c2ccccc12)NC(N)=O (stereo not drawn) | -19 | 2 | -0.1 | -2 | 0 | 7 | -10 | -1
COc1ccc(S(=O)(=O)N2CCCC(C(=O)NCc3ccccn3)C2)cc1Cl (stereo not drawn) | -3 | 22 | 1.6 | 0 | 26 | 16 | 6 | -1
Cc1cccc(N(CC(=O)NC2CCCC2)C(=O)c2csnn2)c1C | -6 | 18 | -0.3 | -2 | 1 | 12 | 12 | -4
Cc1nn(C)cc1CNC(=O)c1cccc(Cl)c1 | 10 | 4 | -0.5 | 0 | -9 | -13 | 7 | -2
Nc1cc(C(=O)O)ccc1Nc1ccc(F)c(F)c1 | -8 | -21 | 1.1 | -1 | 21 | 22 | 8 | 6
COc1ccccc1/C=C/C(=O)NCC(=O)N1CCC(N(C)C2CCCC2)CC1 | 4 | 7 | -2.5 | 1 | 1 | -8 | -4 | 1
COc1ccc(OC)c(NC(=O)CN(c2ccc(C)cc2)S(=O)(=O)c2c(C)n[nH]c2C)c1 | 16 | 11 | 2.7 | 0 | 25 | 9 | -5 | 2
Cc1cc(C)nc(SCC(=O)c2ccc(F)cc2F)n1 | 0 | 8 | 2.8 | -4 | 17 | 21 | 6 | 0
CCCCC(=O)NC(Nc1ccc(C)cn1)(C(=O)OCC)C(F)(F)F (stereo not drawn) | -1 | 13 | -1.1 | -4 | 23 | 13 | 19 | -1
CCN1CCN(c2nc3ccccn3c(=O)c2C=O)CC1 | 3 | 22 | -0.3 | 1 | 8 | -9 | 10 | -1
CC1=C(C(=O)OCC2CCCO2)C(c2ccccc2OC(C)C)C2=C(CC(c3ccco3)CC2=O)N1 (stereo not drawn) | -8 | 12 | -0.8 | -2 | 13 | 17 | 24 | -6
CCCN1CCC(=NNC(=O)c2ccc(Br)o2)CC1 | -5 | 8 | 1.1 | -1 | -5 | 9 | 12 | -1
CCC[C@@H]1CCCO[C@@](C(=O)NCc2cc(C)n(C)n2)(C(F)(F)F)C1 | -3 | 6 | 0.2 | 1 | -5 | 29 | 9 | -3
COc1ccc2oc(C(=O)OCC(=O)N(C)C3CCCCC3)c(C)c2c1 | -5 | 29 | 2.4 | 2 | 14 | 38 | 4 | 1

# A draw from above in order of length of the SMILES, lowest first:
compound | Jurkat NFkB inh | APJ antag | CHOP UPR activ | XBP1 UPR activ | Mdm2-MdmX inh | tim23-1 inh | 697 NFkB inh | APJ ag
CCN1CCN(c2nc3ccccn3c(=O)c2C=O)CC1 | 3 | 22 | -0.3 | 1 | 8 | -9 | 10 | -1
Cc1cccc(N(CC(=O)NC2CCCC2)C(=O)c2csnn2)c1C | -6 | 18 | -0.3 | -2 | 1 | 12 | 12 | -4
COc1ccccc1/C=C/C(=O)NCC(=O)N1CCC(N(C)C2CCCC2)CC1 | 4 | 7 | -2.5 | 1 | 1 | -8 | -4 | 1
CCC[C@@H]1CCCO[C@@](C(=O)NCc2cc(C)n(C)n2)(C(F)(F)F)C1 | -3 | 6 | 0.2 | 1 | -5 | 29 | 9 | -3
Cc1cc(C)cc(NC(=O)CCc2c(C)nn(-c3ccc(N4CCCCC4)nn3)c2C)c1 | -52 | 5 | 5.7 | -3 | -25 | 23 | -93 | 2
COc1cccc(C2C(C(=O)c3ccc(C)o3)=C(O)C(=O)N2CCN2CCOCC2)c1OC (stereo not drawn) | -9 | 4 | -0.4 | -1 | 19 | 0 | -22 | -5
CC1=C(C(=O)OCC2CCCO2)C(c2ccccc2OC(C)C)C2=C(CC(c3ccco3)CC2=O)N1 (stereo not drawn) | -8 | 12 | -0.8 | -2 | 13 | 17 | 24 | -6

# (next part)
compound | Jurkat NFkB inh | APJ antag | CHOP UPR activ | XBP1 UPR activ | Mdm2-MdmX inh | tim23-1 inh | 697 NFkB inh | APJ ag
COc1ccc(C2OCC3(CO2)SC(N)=NC3=O)cc1 (stereo not drawn) | 12 | 12 | -1.1 | 0 | 11 | -1 | 10 | -4
O=C(N/N=C/c1ccccn1)C1CC1 | -12 | 4 | -0.1 | -2 | 1 | 6 | -6 | 0
COC(=O)c1sccc1NC(=O)c1ccnn1C | 6 | -2 | -0.7 | 3 | 0 | -5 | -5 | 0
NC(=O)NCC(=O)N1CCN(S(=O)(=O)c2ccc(Cl)s2)CC1 | 3 | -2 | -0.3 | -3 | 8 | -9 | 12 | -2
COc1ccc(CCNC(=O)CCCOc2cc(=O)n(C)c3ccccc23)cc1OC | -2 | 2 | 2.4 | 2 | -13 | -10 | 10 | -2
Cc1ccc(NC(=O)CN(C)C(=O)C(C)OC(=O)CNC(=O)c2ccc(Cl)c([N+](=O)[O-])c2)cc1 (stereo not drawn) | -9 | 1 | 0.8 | -1 | 21 | 3 | 25 | 3
CCOc1ccc2nc(SCC(=O)Nc3ncccn3)[nH]c2c1 | 14 | -1 | 0.2 | -1 | 11 | 10 | 15 | -2
Cc1ccc(S(=O)(=O)Nc2ccc(N3CCOCC3)cc2)cc1 | 19 | 7 | -0.3 | -4 | 10 | 8 | -5 | -6
COc1ccc(/C=N/n2cncn2)cc1Cn1cc([N+](=O)[O-])cn1 | 1 | 4 | -0.1 | 2 | 4 | 11 | -22 | -4
Cc1ccn2c(-c3n[nH]c(=S)n3C)c(C)nc2c1 | 2 | -2 | 1.9 | -2 | -13 | 9 | -2 | -1

# Compound activity (PubChem BioAssay)
